p-CIP stab down = p/CIP-EGFP fusion destabilizers, primary screen, fluorescence, F442A cells; Q05BA5; 16 h; decrease of EGFP signal, % at 10 µM; hit rate 0.01% among 290,000; AID 1984, 2009;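 active = EGFP signal decrease of at least 30% at 10 µM or well 3 SD below plate mean, unless failing retest; inactive = the rest, including hits failing retest or dose response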; note: some compounds called inactive have numbers as strong as hits; many of its hits are not listed in these tables
IMP-1 inhibitor = IMP-1 metallo-beta-lactamase inhibitors, primary screen, biochemical, epi-absorbance readout, Pseudomonas aeruginosa enzyme; metallo-beta-lactamase IMP-1 (Pseudomonas aeruginosa); purified IMP-1, nitrocefin hydrolysis, epi-absorbance fluorescence; inhibition, % at 5.6 µM; hit rate 0.45% among 290,000;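 active = inhibition above the mean plus 3 SD of all compounds in the same screening run, cut at about 4.5% in these data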;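 note: 0% = IMP-1 with DMSO and 100% = DMSO wells lacking enzyme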
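System – purified recombinant IMP-1 beta-lactamase · Input – IMP-1 dispensed at 0.2 nM · Timing – 15 min preincubation plus 25 min reaction at 25 °C · Signal – Epi-absorbance fluorescence, 480 nm excitation, 530 nm emission · Measure – percent IMP-1 inhibition derived from blank-referenced optical density · Controls – Enzyme-plus-DMSO low control, enzyme-free DMSO high control · Replication – singlicate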
FID counter = compounds displacing fluorescent DNA intercalator, primary screen, artefact control for HCV NS3 helicase inhibitor project, biochemical, FID fluorescence | DNA fluorescent intercalator displacement | inhibition, % at 7.9 µM | hit rate 0.17% among 290,000; in the data active = inhibition above about 37%;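 note: 0% = vehicle and 100% = reference compound; higher means more ethidium bromide displaced from hairpin DNA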
SUMO HTRF inh = inhibitors of in vitro SUMOylation cascade, primary screen, biochemical, HTRF, uHTS; SUMO-conjugating enzyme UBC9 (Homo sapiens), P63279; HTRF SUMOylation assay, SAE1/SAE2 + UBC9; inhibition, % at 35 µM; hit rate 0.36% among 290,000; in the data active = inhibition above about 50%, passing the limit was not always enough; note: strong numbers were not always called active
Target sequence (P63279 whole entry, looked up): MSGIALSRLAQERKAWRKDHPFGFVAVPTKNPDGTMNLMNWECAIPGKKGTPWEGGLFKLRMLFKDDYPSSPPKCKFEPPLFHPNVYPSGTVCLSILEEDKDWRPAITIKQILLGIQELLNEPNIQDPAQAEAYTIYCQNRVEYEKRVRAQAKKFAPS
MEKK3 PB1 HTS = modulators of MEKK3-MEK5 PB1 binding, primary screen, biochemical, wildtype MEKK3, multiplex bead flow cytometry, Alexa488-MEK5. Mitogen-activated protein kinase kinase kinase 3 (Homo sapiens), Q99759. bead-based flow cytometry, Alexa488-MEK5 binding to MEKK3; actives lie on both sides; 0 = blocked by unlabeled MEK5, 100 = vehicle. binding response (% of control), % at 10 µM. hit rate 1.4% among 290,000. AID 1529, 2009;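 active = binding response more than 3 SD above or below the average of its plate-row segment, actives on both sides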;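 note: Alexa488 bead fluorescence after subtracting the streptavidin-only scavenger bead signal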
Target sequence (Q99759 whole entry, looked up): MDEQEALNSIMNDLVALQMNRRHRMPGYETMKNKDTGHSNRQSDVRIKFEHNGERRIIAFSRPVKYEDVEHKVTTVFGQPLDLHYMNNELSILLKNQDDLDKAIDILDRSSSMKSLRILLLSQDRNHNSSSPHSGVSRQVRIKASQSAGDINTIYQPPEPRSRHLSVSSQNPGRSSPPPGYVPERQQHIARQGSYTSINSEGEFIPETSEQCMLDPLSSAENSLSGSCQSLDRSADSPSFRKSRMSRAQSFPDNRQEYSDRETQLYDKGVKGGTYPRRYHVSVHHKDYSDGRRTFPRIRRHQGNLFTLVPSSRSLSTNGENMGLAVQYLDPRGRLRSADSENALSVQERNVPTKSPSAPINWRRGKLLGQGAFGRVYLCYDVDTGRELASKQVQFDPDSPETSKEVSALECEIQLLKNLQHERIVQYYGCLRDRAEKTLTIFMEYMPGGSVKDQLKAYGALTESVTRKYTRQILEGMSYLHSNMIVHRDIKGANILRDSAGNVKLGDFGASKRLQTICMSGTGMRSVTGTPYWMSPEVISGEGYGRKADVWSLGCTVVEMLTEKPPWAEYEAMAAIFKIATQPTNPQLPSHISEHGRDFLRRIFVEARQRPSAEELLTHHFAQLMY
VIM-2 inhibitor = VIM-2 metallo-beta-lactamase inhibitors, primary screen, biochemical, epi-absorbance readout, Pseudomonas aeruginosa enzyme; purified VIM-2, nitrocefin hydrolysis, epi-absorbance fluorescence; inhibition, % at 5.6 µM; hit rate 0.89% among 290,000;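 active = inhibition above the mean of all tested compounds plus 3 SD, cutoff set per screening run, cut at about 7.5% in these data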;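 note: red hydrolysis product quenches plate fluorescence so inhibitors raise well fluorescence; 0% = enzyme with DMSO and 100% = DMSO without enzyme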
NS3 helicase inh = inhibitors of HCV NS3 helicase, primary screen, biochemical, Cy5 molecular beacon fluorescence. hit rate 0.56% among 290,000. AID 1800, 2009. NS3 helicase DNA unwinding. inhibition, % at 10.9 µM. Hepatitis C virus NS3 helicase;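 active = inhibition above the mean of all tested compounds plus 3 SD, set per campaign, cut at about 35% in these data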;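 note: 0% = DMSO wells and 100% = thioflavine S control wells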
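Control set: DMSO versus 110 µM thioflavine S; Material: NS3 helicase fragment of HCV; Measured by: Cy5 fluorescence at 0 and 60 min, beacon hairpin quenching; Read-out basis: percent inhibition from t60/t0 fluorescence ratio; Times: reaction time 60 min, 25 °C; Repeats: single replicate; Compound dosing: single dose, 10.9 µM nominal final, DMSO 0.8% final.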
IDE act = human IDE activators in live cells, primary screen, fluorescence polarization, HEK cells, FAbeta-B substrate; Insulin-degrading enzyme (Homo sapiens), P14735; FAbeta-B cleavage; 0% vehicle, 100% cell-free pure enzyme wells; activation, % at 5.96 µM; hit rate 0.073% among 340,000; AID 493087, 2011;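 active = activation above the mean of all tested compounds plus 3 SD, set per screening campaign, cut at about 17% in these data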
PHOSPHO1 inh = PubChem AID 1565; recombinant PHOSPHO1, absorbance phosphatase assay; inhibition, % at 13.3 µM; Phosphoethanolamine/phosphocholine phosphatase (Homo sapiens), Q8TCT1; hit rate 1.1% among 290,000; in the data active = inhibition above about 60%
Target sequence (Q8TCT1 whole entry, looked up): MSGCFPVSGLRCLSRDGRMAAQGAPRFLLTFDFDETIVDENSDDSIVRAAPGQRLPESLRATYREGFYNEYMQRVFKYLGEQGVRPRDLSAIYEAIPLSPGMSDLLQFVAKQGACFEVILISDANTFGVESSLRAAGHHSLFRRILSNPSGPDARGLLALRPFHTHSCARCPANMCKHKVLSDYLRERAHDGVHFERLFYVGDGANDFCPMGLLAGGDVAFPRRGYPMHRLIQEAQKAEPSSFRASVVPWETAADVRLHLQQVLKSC
Starred values were filed as active, the others as inactive; · = not tested or not shown.

SMILES	p-CIP stab down	IMP-1 inhibitor	FID counter	SUMO HTRF inh	MEKK3 PB1 HTS	VIM-2 inhibitor	NS3 helicase inh	IDE act	PHOSPHO1 inh
CC(=O)c1ccc(NC(=O)CCn2c(=S)oc3ccccc32)cc1	-3	-2.6	-18	6	110	-2.2	27	4	54
Nc1nc(CSc2ccc(Cl)cc2)nc(N2CCCCC2)n1	-2	-4.2	-6	-12	90	-1.1	8	4	54
C=CCNc1nc2c(c(=O)[nH]c(=O)n2C)n1CCCCC	-3	-2.1	-4	-13	98	-3.4	3	3	4
OC(CNCc1cccs1)c1ccccc1 (configuration not stated)	3	-0.1	-5	-1	102	-0.3	23	2	·
Cc1ccc(Sc2ccc(C(=O)NC(C)C)cc2[N+](=O)[O-])cc1	0	-2.2	6	7	107	0.9	-3	7	16
O=C1COc2ccc(C(=O)COC(=O)c3ccco3)cc2N1	1	-3.0	-4	-18	99	-1.1	-23	2	33
COc1ccc(CCN2CC(C(=O)NCCc3ccc(C(F)(F)F)cc3)CCC2=O)cc1 (configuration not stated)	1	1.4	-37	-11	101	-1.4	-11	-2	37
O=C(c1nc2ccccn2c1CN1CCCC(OCc2ccccc2)C1)N1CCCC1 (configuration not stated)	-5	-3.7	13	3	109	-1.8	-9	2	44
COc1ccc(CNC(=O)CN(Cc2ccccc2)C(=O)CCC(=O)Nc2ccccn2)cc1	-20	-3.2	-33	6	100	-2.1	1	0	15
COc1cc(NC(=O)Cn2ccsc2=N)cc(OC)c1	-9	-2.7	1	13	99	-4.3	-6	4	-4
CCOC(=O)C1CCN(C2CCN(C(=O)c3oc4c(C)c(C)ccc4c3C)CC2)CC1	-9	-3.5	-10	-3	95	-1.9	-16	-1	13
COC(=O)c1c(N)nc(C)n1-c1ccc(OC)cc1	3	-1.2	1	19	104	-0.3	2	5	14
O=C(Nc1nc(-c2ccc(F)c(F)c2)cs1)c1cc([N+](=O)[O-])ccc1N1CCOCC1	1	-1.3	1	-8	107	-2.7	-2	0	-10
NCCNC(=O)Cc1cccc(NC(=O)Cc2ccc(Nc3ncnc4c3ncn4[C@@H]3O[C@H](CO)[C@@H](O)[C@H]3O)cc2)c1	2	·	·	-9	111	·	·	4	13
Cc1ccccc1NC(=O)CSCCO	-12	3.3	1	12	95	-1.0	2	3	-4

The last 4 compounds of the section above come first, to join the parts.
SMILES	p-CIP stab down	IMP-1 inhibitor	FID counter	SUMO HTRF inh	MEKK3 PB1 HTS	VIM-2 inhibitor	NS3 helicase inh	IDE act	PHOSPHO1 inh
COC(=O)c1c(N)nc(C)n1-c1ccc(OC)cc1	3	-1.2	1	19	104	-0.3	2	5	14
O=C(Nc1nc(-c2ccc(F)c(F)c2)cs1)c1cc([N+](=O)[O-])ccc1N1CCOCC1	1	-1.3	1	-8	107	-2.7	-2	0	-10
NCCNC(=O)Cc1cccc(NC(=O)Cc2ccc(Nc3ncnc4c3ncn4[C@@H]3O[C@H](CO)[C@@H](O)[C@H]3O)cc2)c1	2	·	·	-9	111	·	·	4	13
Cc1ccccc1NC(=O)CSCCO	-12	3.3	1	12	95	-1.0	2	3	-4
C/C(=C\c1ccccc1)C(=O)Nc1nc2ccc([N+](=O)[O-])cc2s1	-9	-2.3	3	7	98	-1.6	-9	2	1
O=C(c1cccc(C(F)(F)F)c1)C1CCCN(C(=O)CN2CCOC2=O)C1 (configuration not stated)	10	-1.9	-2	0	102	-1.8	-2	5	23
CCN(CC)c1ccc(NC(=O)CN2CCN(c3nc(C)cc(C)n3)CC2)cc1	-6	-1.2	-5	-6	104	-2.4	-19	1	59
Fc1ccc(/C=N/Nc2nnnn2-c2ccccc2)cc1	12	-1.5	8	9	100	-4.2	-1	-1	-21
O=C(CN(Cc1ccco1)C(=O)CNS(=O)(=O)c1ccc(F)cc1)NCc1ccccc1	3	-0.1	-23	-3	98	-0.1	-6	4	37
O=S(=O)(Nc1ccc(Br)cc1)N1CCOCC1	0	-1.6	0	-3	97	-3.7	-3	-1	·
O=C(c1ccc2c(=O)n(Cc3ccc(Cl)cc3)c(=S)[nH]c2c1)N1CCCC1	5	-2.8	-42	-6	98	-5.0	-10	6	32
COc1ccc(/C=N/OCC(=O)NC(c2ccccc2)c2ccccc2)cc1OC	-12	-2.4	-9	-4	103	-4.0	-14	4	-8
O=C1CS/C(=N\c2ccccn2)N1C1CCCCC1	0	-2.1	0	2	·	-1.9	-4	-4	9
COc1ccc(C(=O)Nn2cnnc2)cc1	-14	0.2	3	13	106	-2.1	-6	1	6
C/C(=N\OCC(=O)Nn1c(=O)[nH]c2ccccc2c1=O)c1ccccc1	11	0.0	-4	2	99	-0.3	-8	4	13
Cc1cc(C)cc(-n2nnnc2-c2cn(C)nc2C(F)(F)F)c1	-17	-1.5	-10	-2	101	-4.9	-11	5	24
CCC1CCCCN1CCCNC(=O)c1ccc(CS(=O)(=O)c2ccccc2OC)o1 (configuration not stated)	2	-3.2	3	0	100	-1.6	1	4	34
N#CCCCCn1c(-c2cncs2)nc2ccccc21	-14	-6.0	-9	14	107	-2.3	2	0	43
C=CCN1C(=O)C2C(C(=O)NCc3ccccc3)C3(C)C=CC2(O3)C1C(=O)NC(C)(C)C (configuration not stated)	-4	-1.0	-12	31	100	-1.7	10	3	-3

Following part.
SMILES | p-CIP stab down | IMP-1 inhibitor | FID counter | SUMO HTRF inh | MEKK3 PB1 HTS | VIM-2 inhibitor | NS3 helicase inh | IDE act | PHOSPHO1 inh
COc1ccc(CC(=O)NC(C)c2ccc3ccccc3c2)cc1 (configuration not stated) | -8 | -2.8 | -14 | 0 | 102 | -3.0 | 3 | 5 | ·
O=C(CSc1nc2scc(-c3ccco3)c2c(=O)n1-c1ccccc1)N1CCOCC1 | -11 | -1.4 | -29 | 21 | 99 | -0.3 | 19 | -6 | -7
Cc1cc(C)n(-c2nc3ccccc3nc2N2CCC(C)CC2)n1 | -14 | -2.7 | -16 | 5 | 97 | -1.7 | -6 | 8 | 19
FC(F)(F)c1cccc(OCC2CNC(=S)O2)c1 (configuration not stated) | -8 | -4.0 | 0 | 9 | 87 | -2.4 | 5 | 1 | -89
CCOC(=O)Cc1csc(/N=C/c2c(O)n(-c3ccccc3C(F)(F)F)c(=O)c3ccccc23)n1 | 9 | -1.5 | -7 | 0 | 106 | -5.8 | 5 | -15 | -1
Cc1cccc(NC(=S)NCCc2c[nH]c3ccccc23)c1 | 10 | -0.2 | -5 | -26 | 128* | -0.9 | -6 | -3 | -7
C=CCN(C)CCCNC(=O)/C=N/O | -13 | -3.1 | -5 | -13 | 107 | -1.6 | -3 | · | -6
O=C(/C=C/c1cnc2ccccc2n1)NC1CCCCCC1 | -4 | -1.6 | -18 | 18 | 100 | 1.5 | -3 | 1 | -5
CCn1c(SCCC(C)C)nnc1-c1c[nH]c2ccccc12 | -20 | -2.4 | -30 | 12 | 108 | -3.8 | -7 | 6 | 1
Cc1nn(CC(=O)NCCc2ccc(Cl)cc2)c(=O)c2cccn12 | 0 | -4.8 | -12 | 0 | 99 | -1.6 | -8 | 4 | 58

Continuation.
SMILES | p-CIP stab down | IMP-1 inhibitor | FID counter | SUMO HTRF inh | MEKK3 PB1 HTS | VIM-2 inhibitor | NS3 helicase inh | IDE act | PHOSPHO1 inh
Cc1cccc(C2c3[nH]c4ccccc4c3CCN2C(=O)CN2CCOC2=O)n1 (configuration not stated) | -7 | 0.2 | -18 | 2 | 102 | -0.6 | 2 | 4 | 44
O=C(Cc1ccc(Cl)cc1)c1c[nH]c(C(=O)NCCCn2ccnc2)c1 | 4 | 0.0 | 15 | 7 | 93 | -0.8 | -20 | -1 | 16
CCOC(=O)N1CCN(c2c(N3CCN(c4ccc(OC)cc4)CC3)c(=O)c2=O)CC1 | -21 | -2.6 | -21 | 10 | 110 | -1.5 | -3 | -1 | 28
CCOc1ccc(C(=O)CSCCC(=O)O)cc1 | 6 | -1.4 | -3 | -7 | 99 | -2.2 | 0 | 4 | -7
CC(=O)Nc1ccc(NC(=O)C(C)OC(=O)c2ccc(OCc3c(C)noc3C)cc2)cc1 (configuration not stated) | 2 | -5.3 | -25 | -10 | 101 | -1.9 | -1 | 6 | 6
Cc1cccc(NC(=O)NCc2ccc3c(c2)OCO3)c1 | -3 | -2.9 | -6 | 0 | 101 | -2.2 | -3 | -2 | 58
O=C(COc1cccc2ccccc12)N/N=C/c1ccccc1OCc1ccc(C(=O)O)cc1 | -17 | -3.3 | -20 | -37 | 102 | -3.3 | 16 | -3 | -3
COc1ccc(NC(=O)C2CCN(S(=O)(=O)c3ccc(C)cc3)CC2)cc1OC | -7 | -0.8 | -4 | 5 | 100 | -0.2 | 3 | 4 | 3
CC1CC(=O)N(CC(=O)NCc2ccco2)c2ccccc2S1 (configuration not stated) | -5 | -3.0 | -9 | 21 | 103 | -1.8 | 6 | 6 | -29
O=C1CC(NCCN2CCOCC2)C(=O)N1Cc1ccc(N2CCCC2=O)cc1 (configuration not stated) | -1 | -1.7 | -9 | 10 | 105 | -3.8 | -5 | 5 | 45

Remaining list, next part
SMILES | p-CIP stab down | IMP-1 inhibitor | FID counter | SUMO HTRF inh | MEKK3 PB1 HTS | VIM-2 inhibitor | NS3 helicase inh | IDE act | PHOSPHO1 inh
COc1ccc2[nH]c3c(c2c1)[C@@H]1CCN2C(=O)CCC[C@H](C3)[C@H]12 | 1 | -1.9 | -20 | -2 | 102 | 1.4 | -2 | 0 | -7
O=S(=O)(c1ccccc1)N1CC=C(c2ccccc2)CC1 | -7 | 1.6 | -16 | 7 | 95 | 0.3 | -2 | 5 | 27
O=C(c1ccccc1)c1ncc(C(F)(F)F)cc1Cl | -8 | -4.2 | -3 | 13 | 93 | -0.5 | -5 | 5 | -9
CCc1nn(CC(=O)N2CC(C)CC(C)C2)c(=O)c2cccn12 (configuration not stated) | 3 | -2.4 | -15 | 18 | 97 | -2.9 | 10 | 6 | 26
CC(=O)Nc1ccc(Nc2c3c4c(cccc4n(C)c2=O)C(=O)c2ccccc2-3)cc1 | 1 | 0.0 | 7 | -4 | 83 | -1.4 | 4 | 6 | -16
CC(=O)Nc1ccc(S(=O)(=O)Nc2ccc(F)c([N+](=O)[O-])c2)cc1 | -13 | -2.5 | 8 | 2 | 98 | 0.5 | -5 | 9 | -9
COc1ccc(CC(=O)NCC2CCCN(Cc3ccc(OC)cc3F)C2)cc1 (configuration not stated) | 3 | -3.4 | -2 | 9 | 106 | -1.0 | -6 | 4 | 40

Assay outcomes from PubChem.

Not all compounds are listed; count on the stated rates, not on these rows.
